OX1R antag-1 – blocks the human orexin 1 receptor; CHO/OX1R cells, Fluo-8 calcium fluorescence, orexin A; inhibition, % at 5 µM; 330,000 tested, 0.43% active; AID 434989;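 active = inhibition above its plate's threshold, mean inhibition of all tested compounds on the plate plus 3 SD, cut at about 37% in these data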;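 note: 0% = orexin A challenge wells and 100% = SB-334867-A antagonist wells; not every result past the cut was called active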
Target sequence (O43613 whole entry, looked up): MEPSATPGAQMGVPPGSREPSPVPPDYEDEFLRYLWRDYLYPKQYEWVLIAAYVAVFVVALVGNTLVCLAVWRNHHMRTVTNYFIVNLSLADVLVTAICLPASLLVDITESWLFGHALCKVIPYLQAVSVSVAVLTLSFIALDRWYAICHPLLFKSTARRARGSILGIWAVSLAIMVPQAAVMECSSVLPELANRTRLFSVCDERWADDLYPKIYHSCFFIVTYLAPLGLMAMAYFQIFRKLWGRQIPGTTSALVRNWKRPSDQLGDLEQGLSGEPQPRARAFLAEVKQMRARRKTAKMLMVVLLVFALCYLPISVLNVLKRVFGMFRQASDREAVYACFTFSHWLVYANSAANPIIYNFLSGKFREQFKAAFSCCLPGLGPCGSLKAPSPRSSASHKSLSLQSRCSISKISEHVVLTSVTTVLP
STK33 inh – blocks human STK33 kinase activity; 320,000 tested, 0.073% active; AID 2661; purified STK33, MBP phosphorylation, ADP-Glo luminescence; Q9BYT3; inhibition, % at 10 µM;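 active = inhibition at or above 25%, using the most active replicate where run in duplicate; inactive = inhibition below 25%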
Target sequence (Q9BYT3 whole entry, looked up): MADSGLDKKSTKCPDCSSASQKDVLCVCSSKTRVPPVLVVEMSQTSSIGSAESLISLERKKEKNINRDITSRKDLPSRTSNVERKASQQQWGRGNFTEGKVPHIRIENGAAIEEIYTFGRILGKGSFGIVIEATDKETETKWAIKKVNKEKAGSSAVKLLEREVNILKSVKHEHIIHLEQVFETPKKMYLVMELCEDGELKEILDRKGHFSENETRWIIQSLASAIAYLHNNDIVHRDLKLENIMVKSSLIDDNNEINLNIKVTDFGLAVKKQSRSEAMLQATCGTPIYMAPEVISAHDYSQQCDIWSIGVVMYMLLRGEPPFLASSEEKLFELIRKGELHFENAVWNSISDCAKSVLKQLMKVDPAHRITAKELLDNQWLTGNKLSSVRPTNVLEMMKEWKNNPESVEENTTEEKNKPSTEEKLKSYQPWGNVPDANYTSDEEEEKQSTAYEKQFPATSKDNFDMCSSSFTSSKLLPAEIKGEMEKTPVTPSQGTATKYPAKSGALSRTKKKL
OX1R antag-2 – antagonists of human orexin 1 receptor (OX1R); O43613; OX1R-expressing cells, FRET antagonist read-out; inhibition, % at 6.6 µM; 330,000 tested, 1.8% active; AID 485270; in the data active = inhibition mostly above about 38%, no sharp cut-off; inactive = mostly below about 40%;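 note: 0% = agonist challenge alone and 100% = reference antagonist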
Active calls of the source: *.

Screening Cc1c(C(=O)O)sc2nc3n(c(=O)c12)CCC(C)CC3 (configuration not stated) returned OX1R antag-1 6, STK33 inh -1.6 and OX1R antag-2 3.
For C=CCN(CC=C)S(=O)(=O)c1ccc(NC(=S)NC(=O)c2ccc(-c3ccccc3)cc2)cc1 the results were OX1R antag-1 -6, STK33 inh -0.7 and OX1R antag-2 32.
CC(=O)N/C(=C\c1ccc(F)cc1)C(=O)N(C)C was read as OX1R antag-1 2, STK33 inh -1.5 and OX1R antag-2 6.
Screening O=C(COC(=O)COc1ccc(Cl)cc1)Nc1ccc2c(c1)OCCO2 returned OX1R antag-1 -2, STK33 inh 0.0 and OX1R antag-2 6.
Screening CCOc1ccc(C(NC(C)=O)c2ccc(OC)c(OC)c2)cc1 (configuration not stated) returned OX1R antag-1 -6, STK33 inh 0.8 and OX1R antag-2 23.
For Cn1nc(C(C)(C)C)cc1NC(=O)Nc1ccc(F)cc1F the results were OX1R antag-1 -3, STK33 inh 0.5 and OX1R antag-2 4.
O=C(Nc1cccc(F)c1)N1C2CCC1CC(O)(c1cccnc1)C2 (configuration not stated) was read as OX1R antag-1 0, STK33 inh 0.2 and OX1R antag-2 9.
`O=C(CN1CCN(CC(=O)Nc2ccc3c(c2)OCO3)CC1)Nc1ccc(F)cc1` gave OX1R antag-1 -25, STK33 inh 0.7 and OX1R antag-2 6.
`CC(C)C[C@@H](CNC(=O)OC(C)(C)C)NC(=O)c1nc[nH]c1C(=O)N[C@@H](CC(C)C)C(=O)CNC[C@H](CC(C)C)NC(=O)c1nc[nH]c1C(=O)N[C@@H](Cc1c[nH]c2ccccc12)C(=O)OC(C)(C)C` gave OX1R antag-1 -13, STK33 inh -1.4 and OX1R antag-2 8.
Screening CCOc1ccccc1N(CC(=O)NCc1ccc(OC)cc1)S(C)(=O)=O returned OX1R antag-1 6, STK33 inh 0.3 and OX1R antag-2 -6.
COc1cc(C)c(Br)cc1S(=O)(=O)NCc1cccs1 was read as OX1R antag-1 -12, STK33 inh 2.4 and OX1R antag-2 29.
For O=C(Cc1ccc(F)cc1)Nc1ccccc1Sc1ccccc1 the results were OX1R antag-1 -44, STK33 inh -0.8 and OX1R antag-2 27.
For COc1ccccc1NS(=O)(=O)c1ccc(N/N=C/c2c(C)nn(-c3ccccc3)c2N2CCCC2)c([N+](=O)[O-])c1 the results were OX1R antag-1 -13, STK33 inh -0.7 and OX1R antag-2 15.
CC1=C(C(=O)Nc2ccccc2)C(c2ccccn2)n2nc(CCCO)nc2N1 (configuration not stated) was read as OX1R antag-1 3, STK33 inh 1.2 and OX1R antag-2 7.
`CCCN1C(=O)/C(=N\OCC(=O)Nc2ccc(C(C)C)cc2)c2ccccc21` gave OX1R antag-1 -25, STK33 inh -0.1 and OX1R antag-2 14.

For convenience, some entries already given.
Screening Cc1c(C(=O)O)sc2nc3n(c(=O)c12)CCC(C)CC3 (configuration not stated) returned OX1R antag-1 6, STK33 inh -1.6 and OX1R antag-2 3.
For C=CCN(CC=C)S(=O)(=O)c1ccc(NC(=S)NC(=O)c2ccc(-c3ccccc3)cc2)cc1 the results were OX1R antag-1 -6, STK33 inh -0.7 and OX1R antag-2 32.

Later entries.
`CN(C(=O)COc1ccc(Oc2ccccc2)cc1)C1CCS(=O)(=O)C1` (configuration not stated) gave OX1R antag-1 9, STK33 inh -0.7 and OX1R antag-2 -11.
COc1ccccc1N1CC(C(=O)OCc2nc(N)nc(Nc3ccccc3)n2)CC1=O (configuration not stated) was read as OX1R antag-1 -12, STK33 inh 0.7 and OX1R antag-2 7.
Screening O=C(CCCN1Cc2ccccc2C1)c1ccc(F)cc1 returned OX1R antag-1 -19, STK33 inh 0.6 and OX1R antag-2 10.
Screening Cn1c(CNC(=O)C(Cc2ccccc2)NC(=O)c2ccccc2F)cc(=O)n(C)c1=O (configuration not stated) returned OX1R antag-1 -13, STK33 inh -0.2 and OX1R antag-2 9.
Cc1cc(NC(=S)N(CCN2CCCCC2)Cc2ccco2)ccc1Cl was read as OX1R antag-1 -23, STK33 inh -2.0 and OX1R antag-2 20.
CC(=O)c1ccc(OCc2cc(C(=O)NCCn3nc(C)cc3C)no2)cc1 was read as OX1R antag-1 -19, STK33 inh -0.5 and OX1R antag-2 22.
COc1ccc(C(C)C)cc1S(=O)(=O)n1ccnc1C was read as OX1R antag-1 -10, STK33 inh 0.6 and OX1R antag-2 2.
`COc1cc(/C=C/C(=O)NCCN2CCOCC2)cc(OC)c1OC` gave OX1R antag-1 -8, STK33 inh -1.6 and OX1R antag-2 1.
`CCCC(c1nnnn1Cc1ccco1)N1CCC(C(N)=O)CC1` (configuration not stated) gave OX1R antag-1 -8, STK33 inh -1.1 and OX1R antag-2 24.
`Cc1cccc(/C=c2\s/c(=C\C(=O)C(C)(C)C)[nH]c2=O)c1` gave OX1R antag-1 -25, STK33 inh -0.3 and OX1R antag-2 32.
Screening Cc1cccc(C)c1NC(=O)NNC(=O)c1cc(C(C)(C)C)nn1Cc1ccccc1 returned OX1R antag-1 4, STK33 inh -0.7 and OX1R antag-2 13.
`Cc1ccc2cccc(OCC(=O)N(C)CC(=O)Nc3ccc(F)cc3)c2n1` gave OX1R antag-1 -15, STK33 inh -0.1 and OX1R antag-2 10.
`CCOC(=O)N1CCN(C(=O)c2ccc3c(c2)NC(=O)/C(=C/c2ccccc2)S3)CC1` gave OX1R antag-1 -30, STK33 inh 1.1 and OX1R antag-2 5.
For O=C(NCc1ccco1)c1cccc(NC(=O)c2ccco2)c1 the results were OX1R antag-1 -13, STK33 inh -1.1 and OX1R antag-2 10.
CSc1ccc(S(=O)(=O)N2CCC(C(=O)NCCCn3ccnc3)CC2)cc1 was read as OX1R antag-1 9, STK33 inh -1.0 and OX1R antag-2 8.
COc1ccc(-c2nn(-c3ccccc3)cc2/C=C/C(=O)O)cc1[N+](=O)[O-] was read as OX1R antag-1 -8, STK33 inh -0.3 and OX1R antag-2 33.
For CC(C)(C)n1nc2c(c1NC(=O)Cc1ccc(F)cc1)CS(=O)(=O)C2 the results were OX1R antag-1 -12, STK33 inh -0.2 and OX1R antag-2 18.
`CC(C)CC(c1nnnn1C1CCCC1)N1CCN(C(=O)c2ccco2)CC1` (configuration not stated) gave OX1R antag-1 -15, STK33 inh -0.6 and OX1R antag-2 12.
COc1ccc(Oc2nc(C)nc3c2oc2ccccc23)cc1 was read as OX1R antag-1 -21, STK33 inh -0.4 and OX1R antag-2 34.
For CC(Oc1cccc2cccnc12)C(=O)N/N=C/c1ccccc1 (configuration not stated) the results were OX1R antag-1 -16, STK33 inh -1.3 and OX1R antag-2 20.
`O=C(O)CNS(=O)(=O)Cc1ccccc1` gave OX1R antag-1 3, STK33 inh 1.0 and OX1R antag-2 6.
`O=C(O)CC(c1ccc(Cl)cc1)N1Cc2ccccc2C1=O` (configuration not stated) gave OX1R antag-1 -18, STK33 inh -3.5 and OX1R antag-2 2.
For Cc1noc(C)c1CSc1ccc(Br)cc1 the results were OX1R antag-1 -8, STK33 inh -0.9 and OX1R antag-2 11.
For CCc1nc(SCC(=O)NCc2ccco2)c2c3c(sc2n1)CCCC3 the results were OX1R antag-1 -17, STK33 inh -1.3 and OX1R antag-2 20.
Screening CN(C)S(=O)(=O)N1CCc2ccc(NC(=O)c3ccc(C(F)(F)F)cc3)cc2C1 returned OX1R antag-1 -11, STK33 inh -0.3 and OX1R antag-2 7.
CCS(=O)(=O)CCn1c([N+](=O)[O-])cnc1C was read as OX1R antag-1 9, STK33 inh 0.1 and OX1R antag-2 17.
Screening Cc1cc(C)n(-c2ccc(C(=O)OCC(=O)Nc3ccccc3F)cc2)n1 returned OX1R antag-1 -7, STK33 inh -0.6 and OX1R antag-2 8.
`O=C(COc1ccc2ccc(=O)oc2c1)N1CCN(c2ccccc2)CC1` gave OX1R antag-1 -16, STK33 inh -1.3 and OX1R antag-2 14.
`Cc1cc(OCC(=O)NN2C(=O)c3ccccc3C2=O)ccc1Cl` gave OX1R antag-1 -4, STK33 inh -2.2 and OX1R antag-2 15.
Screening O=C(CSCC(=O)N1CCCCC1)Nc1nc(-c2ccc(Cl)s2)cs1 returned OX1R antag-1 -13, STK33 inh -1.3 and OX1R antag-2 20.
For COc1ccc(N=Nc2cc(C)c(O)c(CN3CCCCC3)c2)cc1 the results were OX1R antag-1 -19, STK33 inh -0.9 and OX1R antag-2 4.
`Cn1cccc1C(=O)OCC(=O)N1c2ccccc2NC(=O)C1(C)C` gave OX1R antag-1 -17, STK33 inh 0.8 and OX1R antag-2 15.
For Cc1csc(NC(=O)c2ccccc2[N+](=O)[O-])n1 the results were OX1R antag-1 -7, STK33 inh 0.5 and OX1R antag-2 9.
`CCC1=NN(C(=O)Cc2ccccc2)C(O)(c2ccncc2)C1` (configuration not stated) gave OX1R antag-1 -5, STK33 inh -1.2 and OX1R antag-2 7.
CS(=O)(=O)Nc1cccc(C2=NN(C(=O)c3cccc([N+](=O)[O-])c3)C(c3cccs3)C2)c1 (configuration not stated) was read as OX1R antag-1 -18, STK33 inh -0.3 and OX1R antag-2 -1.
For O=C(N/N=C/c1cccnc1)c1ccc2c(c1)OCCO2 the results were OX1R antag-1 0, STK33 inh 0.1 and OX1R antag-2 4.
Screening O=C(O)CCC(=O)Nc1ccc(OCC2CCCO2)cc1 (configuration not stated) returned OX1R antag-1 -11, STK33 inh 0.2 and OX1R antag-2 8.
`O=C(Nc1cc(S(=O)(=O)N2CCOCC2)ccc1N1CCCC1)c1ccc(F)cc1` gave OX1R antag-1 -6, STK33 inh -0.3 and OX1R antag-2 2.
`CC1CCN(C(=O)CCNS(=O)(=O)c2ccc(Cl)cc2)CC1` gave OX1R antag-1 -2, STK33 inh 0.6 and OX1R antag-2 10.
For CC(C)C(=O)Nc1cccc(-c2csc(-c3ccccc3)n2)c1 the results were OX1R antag-1 13, STK33 inh 0.1 and OX1R antag-2 50.
Screening O=C1C2CC=CCC2C(=O)N1c1ccc(Cc2ccncc2)cc1 (configuration not stated) returned OX1R antag-1 -1, STK33 inh -2.0 and OX1R antag-2 9.
Screening COc1ccc(/C(O)=C2/C(=O)C(=O)N(c3nc(C)c(C)s3)C2c2ccco2)cc1 (configuration not stated) returned OX1R antag-1 -34, STK33 inh -1.2 and OX1R antag-2 6.
O=c1ccnc(S/C=C/c2ccccc2)[nH]1 was read as OX1R antag-1 7, STK33 inh 1.5 and OX1R antag-2 1.
For O=C(CNC(=O)c1cccc(Br)c1)N/N=C/c1cn[nH]c1-c1ccccc1 the results were OX1R antag-1 -21, STK33 inh -1.1 and OX1R antag-2 15.
COc1ccc(CN=CC2=C(O)CNC2=O)cc1 was read as OX1R antag-1 -9, STK33 inh -1.8 and OX1R antag-2 18.
O=C(Nc1ccc(Cl)c(C(F)(F)F)c1)[C@@H]1CC=C[C@@H]2CCN(Cc3ccc(Cl)c(Cl)c3)C(=O)[C@@H]21 was read as OX1R antag-1 11, STK33 inh -0.5 and OX1R antag-2 59.
CCOC(=O)c1sc2ncn(CC(=O)NCC3CCCO3)c(=O)c2c1C (configuration not stated) was read as OX1R antag-1 -6, STK33 inh -0.2 and OX1R antag-2 -7.
Cc1nc(-c2cccc(NS(=O)(=O)c3ccc4ccccc4c3)c2)cs1 was read as OX1R antag-1 0, STK33 inh 1.1 and OX1R antag-2 8.
For Nc1nc(SCC(=O)NC2CCCC2)[nH]c(=O)c1NC(=O)c1cccs1 the results were OX1R antag-1 -1, STK33 inh 0.9 and OX1R antag-2 5.
`CCN(CC)S(=O)(=O)c1cccc(C(=O)OCC(=O)c2ccc3c(c2)OCCO3)c1` gave OX1R antag-1 0, STK33 inh -0.2 and OX1R antag-2 9.
Cc1cc(/C=N/n2cnnc2)c(C)n1-c1ccc(Cl)cc1Cl was read as OX1R antag-1 2, STK33 inh 0.2 and OX1R antag-2 13.
Cc1ccc(-c2csc(NC(=O)c3ccccc3F)c2C(=O)O)cc1 was read as OX1R antag-1 -24, STK33 inh 1.4 and OX1R antag-2 16.

Structures shown so far containing an aryl methoxy group:
Screening CCOc1ccc(C(NC(C)=O)c2ccc(OC)c(OC)c2)cc1 (configuration not stated) returned OX1R antag-1 -6, STK33 inh 0.8 and OX1R antag-2 23.
Screening CCOc1ccccc1N(CC(=O)NCc1ccc(OC)cc1)S(C)(=O)=O returned OX1R antag-1 6, STK33 inh 0.3 and OX1R antag-2 -6.
COc1cc(C)c(Br)cc1S(=O)(=O)NCc1cccs1 was read as OX1R antag-1 -12, STK33 inh 2.4 and OX1R antag-2 29.
For COc1ccccc1NS(=O)(=O)c1ccc(N/N=C/c2c(C)nn(-c3ccccc3)c2N2CCCC2)c([N+](=O)[O-])c1 the results were OX1R antag-1 -13, STK33 inh -0.7 and OX1R antag-2 15.
COc1ccccc1N1CC(C(=O)OCc2nc(N)nc(Nc3ccccc3)n2)CC1=O (configuration not stated) was read as OX1R antag-1 -12, STK33 inh 0.7 and OX1R antag-2 7.
COc1ccc(C(C)C)cc1S(=O)(=O)n1ccnc1C was read as OX1R antag-1 -10, STK33 inh 0.6 and OX1R antag-2 2.
`COc1cc(/C=C/C(=O)NCCN2CCOCC2)cc(OC)c1OC` gave OX1R antag-1 -8, STK33 inh -1.6 and OX1R antag-2 1.
COc1ccc(-c2nn(-c3ccccc3)cc2/C=C/C(=O)O)cc1[N+](=O)[O-] was read as OX1R antag-1 -8, STK33 inh -0.3 and OX1R antag-2 33.
COc1ccc(Oc2nc(C)nc3c2oc2ccccc23)cc1 was read as OX1R antag-1 -21, STK33 inh -0.4 and OX1R antag-2 34.
For COc1ccc(N=Nc2cc(C)c(O)c(CN3CCCCC3)c2)cc1 the results were OX1R antag-1 -19, STK33 inh -0.9 and OX1R antag-2 4.
Screening COc1ccc(/C(O)=C2/C(=O)C(=O)N(c3nc(C)c(C)s3)C2c2ccco2)cc1 (configuration not stated) returned OX1R antag-1 -34, STK33 inh -1.2 and OX1R antag-2 6.
COc1ccc(CN=CC2=C(O)CNC2=O)cc1 was read as OX1R antag-1 -9, STK33 inh -1.8 and OX1R antag-2 18.

Compound activity (PubChem)
